TDP2 inh: blocks human TDP2 phosphodiesterase activity; inhibition, % at 12.8 µM; hit rate 0.34% among 370,000; recombinant TDP2, T5PNP hydrolysis, p-nitrophenol absorbance 415 nm; AID 720702; O95551;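 active = inhibition above the mean of all tested compounds plus 3 SD, set per campaign, cut at about 25% in these data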;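 also: 0% = DMSO with enzyme and 100% = buffer with substrate but no TDP2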
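Incubation: 2 h at 37 °C; Test system: recombinant human TDP2; Quantity: enzyme 120 nM; Read-out basis: percent inhibition; Medium: 50 mM Tris-HCl pH 7.5 with Mg2+, KCl, DTT, BSA; Repeats: single replicate; Compound: 12.8 µM single point, 1% DMSO; Signal: epi absorbance; Reagent: 5 mM T5PNP chromogenic substrate; Benchmarks: no-enzyme high, DMSO-plus-enzyme low.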
MBD2 inh: MBD2-methylated oligo binding inhibition. Q9UBB5. TR-FRET, MBD2 binding to methylated oligonucleotide. inhibition, % at 4.4 µM. hit rate 0.31% among 370,000. AID 686964; in the data active = inhibition above about 13%
Tn7 DDE FP: DD(E)-Tn7 binding inhibition, primary FP screen | FP displacement of FITC-Tn7 peptide from fibrin DD(E); 0% = median of compound wells per plate | hit rate 0.13% among 370,000 | inhibition, % at 8.3 µM | AID 720508 | P02675;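 active = inhibition above the mean of compounds falling within the control limits plus 3 SD of them, cut at about 14% in these data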;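 also: 0% = plate median of compound wells and 100% = 10 µM Aha-Tn7 peptide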
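Assay system: Fibrin-DD(E) protein isolated from polymerized human fibrin clots; read-out basis: percent inhibition; medium: Tris/NaCl/CaCl2 buffer, pH 7.8; signal: FP measurement; incubation: 10 min plus 3 h, room temperature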
LEDGF integ inh: blocks HIV-1 LEDGF/p75-dependent DNA integration | inhibition, % at 3.7 µM | hit rate 0.64% among 370,000 | TR-FRET IN-LEDGF/p75 DNA integration, Eu/Cy5;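 active = inhibition above the screen-wide mean plus 3 SD, cut at about 13% in these data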;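 also: signal is the Cy5 over europium emission ratio at 671 and 618 nm; 0% = plate median of compound wells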
TCR CD3 inh: blocks the human TCR-CD3 interaction | inhibition, % at 9.4 µM | TAMRA-labeled TCR probe fluorescence, biochemical | hit rate 0.37% among 360,000; in the data active = inhibition above about 19%;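 also: recombinant mutant TCR 2C K166C tagged with TAMRA read by polarization; 0% = receptor in buffer alone and 100% = receptor with positive control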
proKLK7 act: activates the human kallikrein-7 zymogen; P49862; purified proKLK7, EDANS-DABCYL substrate fluorescence; 100% is mature enzyme control, 0% vehicle; activation, % at 7 µM; hit rate 0.9% among 370,000; AID 652039;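 active = activation above the mean of all tested compounds plus 3 SD, computed per campaign excluding outliers beyond control limits, cut at about 13% in these data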
Target sequence (P49862 whole entry, looked up): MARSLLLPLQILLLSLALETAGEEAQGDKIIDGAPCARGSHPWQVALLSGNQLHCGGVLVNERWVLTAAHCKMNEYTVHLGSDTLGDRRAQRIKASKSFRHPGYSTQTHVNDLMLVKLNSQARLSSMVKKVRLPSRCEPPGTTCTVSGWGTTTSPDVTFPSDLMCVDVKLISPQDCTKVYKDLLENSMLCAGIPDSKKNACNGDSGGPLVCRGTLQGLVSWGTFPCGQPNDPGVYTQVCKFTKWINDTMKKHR
SIAE primary: human SIAE inhibition, primary screen; inhibition, % at 9.66 µM; hit rate 0.69% among 370,000; Q9HAT2; SIAE FP-Rh probe binding, fluorescence polarization; AID 1053197;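 active = inhibition above a cutoff: mean of compounds within the control limits plus 3 SD of those, cut at about 17% in these data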;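 also: 0% = plate median of compound wells and 100% = probe without SIAE protein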
Target sequence (Q9HAT2 whole entry, looked up): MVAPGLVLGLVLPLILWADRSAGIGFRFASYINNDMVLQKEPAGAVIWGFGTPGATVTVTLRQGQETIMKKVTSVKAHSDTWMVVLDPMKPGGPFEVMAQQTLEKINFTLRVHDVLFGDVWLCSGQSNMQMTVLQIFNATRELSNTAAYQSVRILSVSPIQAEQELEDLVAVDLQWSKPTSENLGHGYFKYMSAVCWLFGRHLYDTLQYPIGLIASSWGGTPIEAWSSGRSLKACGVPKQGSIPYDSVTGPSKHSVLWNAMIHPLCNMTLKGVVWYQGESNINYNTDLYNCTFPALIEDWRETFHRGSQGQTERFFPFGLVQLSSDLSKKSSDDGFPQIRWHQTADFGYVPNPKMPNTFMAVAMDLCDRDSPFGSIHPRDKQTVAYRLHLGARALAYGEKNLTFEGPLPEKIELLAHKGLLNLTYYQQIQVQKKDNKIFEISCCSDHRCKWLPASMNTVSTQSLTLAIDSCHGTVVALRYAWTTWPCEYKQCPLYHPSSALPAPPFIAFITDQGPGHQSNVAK
PRMT1 FP inh: inhibitors of human PRMT1; recombinant PRMT1, activity-based probe fluorescence polarization; inhibition, % at 2.79 µM; hit rate 1.3% among 370,000;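 active = inhibition above about 21% made by adding two undisclosed values, limit read from the data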
Tn6 DDE FP: DD(E)-Tn6 binding inhibition, primary FP screen. Fibrin DD(E) TRITC-Tn6 fluorescence polarization displacement. inhibition, % at 8.3 µM. hit rate 0.21% among 370,000. AID 720509;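 active = inhibition above a per-campaign cutoff: mean of compounds within control limits plus 3 SD, cut at about 15% in these data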;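 also: 0% = median of all compound wells on the plate and 100% = blocking peptide control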
UHRF1 binding: blocks human UHRF1 binding to methylated DNA; Q96T88; UHRF1 binding to methylated oligo, TR-FRET; inhibition, % at 4.4 µM; hit rate 0.75% among 370,000; AID 687016; in the data active = inhibition above about 21%;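 also: UHRF1 SRA domain binding a hemimethylated CpG hairpin DNA probe; 0% = median of test compound wells and 100% = reference inhibitor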
Active calls of the source: *; · = not tested or not shown. Rows were taken by chance; about 4.6% have a hit in one of these screens.

molecule,TDP2 inh,MBD2 inh,Tn7 DDE FP,LEDGF integ inh,TCR CD3 inh,proKLK7 act,SIAE primary,PRMT1 FP inh,Tn6 DDE FP,UHRF1 binding
Cc1cc(-c2nnc(SCC(=O)Nc3ccccc3C)n2N)n[nH]1,17,1,-1,-1,8,-0.6,4,-1,4,-2
COc1ccc2ncc(S(=O)(=O)c3ccccc3)c(N3CCC4(CC3)OCCO4)c2c1,-7,-4,-5,1,-2,-0.7,-2,-3,7,3
O=C(CC1C(=O)NCCN1Cc1cccc(Oc2ccccc2)c1)NCC1CCOCC1 (centres undefined),-3,-4,2,-5,-2,0.8,-4,7,8,-1
CN(Cc1ccccc1)C(=O)c1ccc(NC(=O)C2=CSCCO2)cc1,2,1,7,0,3,0.3,-3,2,-5,-1
COc1ccc(S(=O)(=O)N2CCN(CCO)CC2)cc1-c1nnc2c3ccccc3c(C)nn12,-3,-5,-4,2,8,0.6,4,-1,0,0
C[C@H](NS(=O)(=O)c1ccc(Cl)cc1)C(=O)OCC(=O)N1CCOCC1,-7,1,0,5,-1,-0.8,-6,0,5,1
O=c1[nH]cnc2onc(-c3ccc(F)cc3)c12,2,-4,5,0,-12,-0.6,2,8,0,2
CC(C)(C)S(=O)N1Cc2cc(CO)ccc2[C@H]1CCO (some centres undefined),8,-6,2,-4,-2,0.0,6,0,2,-1
O=C(NC(=S)Nc1nc2ccccc2s1)c1cccs1,3,4,-2,-1,-3,0.2,-21,2,3,-1
O=C(CSc1nccc(=O)[nH]1)Nc1ccc(N2CCOCC2)c(Cl)c1,-4,5,4,-8,-4,-1.0,5,4,-8,1
Cc1cccc(NC(=O)C[C@H]2CC[C@H]3[C@@H](COc4ccc(NC(=O)Nc5ccccc5)cc4C(=O)N3C)O2)c1,11,15*,-1,2,·,0.4,-2,0,-3,6
Cc1cccc(Nc2nnc(SC/C(O)=C(\C#N)c3nc4ccccc4[nH]3)s2)c1C,-12,4,6,0,-2,-1.8,-1,7,-10,4
c1ccc(N2CCN(CC3CCCCC3)CC2)cc1,11,5,-3,-1,0,-0.1,2,0,-2,2
CCOC(=O)C1=C(CC)Nc2ccccc2N=C1NC(=O)Nc1ccccc1OC,6,1,9,-1,5,0.2,-1,1,6,-1
Cc1ccc(S(=O)(=O)NN=Cc2c(O)ccc3ccccc23)cc1,-1,-5,8,-4,-4,0.0,12,3,-2,-2
COc1ccc(C2CC(c3ccc(Br)cc3)=NN2C(=O)CN2CCCC2)cc1 (centres undefined),-1,2,8,-1,0,0.6,0,-3,3,-1
O=C(CS(=O)CC(=O)N(CC(=O)NC1CCCC1)c1ccc2c(c1)OCCO2)Nc1ccc(F)cc1 (centres undefined),0,4,5,-2,0,0.5,-5,1,-1,2
C=CCSc1nc(-c2ccccc2)c2cc(Cl)ccc2n1,8,-2,-4,-3,0,-0.5,-1,-3,3,0
O=C(/C=C/c1ccccc1)OCC(=O)N1CCN(c2ccccc2)CC1,-3,0,4,4,5,-0.2,-5,0,-6,1
COC(=O)CCCNC(=O)CCc1nnc(-c2ccc(-c3ccccc3)cc2)o1,-7,0,-7,6,3,0.3,18*,-2,-5,2
Cc1ccc(C(=O)C[n+]2ccc3ccccc3c2)cc1,0,-3,0,-7,-4,0.1,2,4,-7,-2
O=C(NC1CC1)c1ccc(COc2ccc(F)cc2)o1,4,-6,-8,0,0,-0.2,0,3,-2,-1
NS(=O)(=O)c1cc(C(=O)OCC(=O)Nc2ccccc2[N+](=O)[O-])ccc1Cl,-2,2,0,-3,-8,0.0,-1,2,-7,0
N#CC1(NC(=O)CSc2nnc(COc3ccccc3F)n2N)CCCCC1,-9,-7,2,-2,10,0.6,-4,4,1,2
O=C1OC(c2ccccc2)=N/C1=C/c1cccc(OC(=O)c2cccs2)c1,-9,-7,-1,-4,-3,-0.2,1,-1,0,1
C1CCC(OCCN2CCN(CCOC3CCCCC3)CC2)CC1,-2,-3,7,-2,0,-0.6,3,2,5,3
CC(/C=N/n1c(C2CCCCC2)n[nH]c1=S)=C\c1ccccc1,-15,4,0,2,2,0.8,8,7,0,-3
CCN1CCN(c2ccc(S(=O)(=O)N3CCCCC3)cc2NC(=O)Cc2c(Cl)cccc2Cl)CC1,8,-6,7,-1,7,0.9,-4,-5,11,-2
O=S(=O)(c1cc(Cl)ccc1Cl)N1CCCC1,4,-2,3,0,2,1.0,-2,0,1,0
COc1ccc(C(=O)O)cc1S(=O)(=O)N1CCN(Cc2ccc3c(c2)OCO3)CC1,-3,3,-2,-3,3,-1.1,1,1,0,-1
C#CCNC(=O)C[C@H]1C[C@@]2(C(=O)OC)C(=C[C@H](COCc3ccccc3)O[C@@H]2C)N(Cc2cccc3ccccc23)C1=O,0,0,4,-2,·,0.6,3,-1,6,0
CSCC[C@H](NC(=O)OC(C)(C)C)c1nnc(SCC(=O)Nc2c(C)cccc2C)o1,-1,-6,-7,3,6,0.0,3,0,6,-2
CCCC(=O)O[C@@H]1C[C@@H](C)N(C(=O)c2ccccc2)c2ccc(C)cc21,-3,-1,-4,-1,1,-0.4,4,-1,3,0
COc1ccc(N/C(N)=N/c2nc(CSc3nnc(C)s3)cc(=O)[nH]2)cc1,8,2,-8,-1,2,0.7,6,-1,-8,0
COc1ccc(N2Nc3n[nH]c(N)c3N2)cc1,5,-2,8,-4,5,0.0,-2,-1,8,-8
Oc1ccccc1C1OCC2(CO1)COC(c1ccccc1O)OC2 (centres undefined),15,-2,9,-1,8,0.7,-2,1,10,-2
COc1cc2oc3cc(C#Cc4ccc(N)cc4)ccc3c(=O)c2cc1OC,-14,2,3,4,-14,-2.6,-9,4,-7,4
Cc1cccc(N(CC(=O)NCC2CCCO2)C(=O)CNS(=O)(=O)c2ccc(Cl)cc2)c1 (centres undefined),-17,4,5,3,5,-0.6,0,-1,3,-1
CC(C)NC(=O)C1(C)CN(S(C)(=O)=O)CC(=O)N1CCc1ccccc1F (centres undefined),6,0,6,-2,1,0.2,-3,-1,-5,1
CCS(=O)(=O)Nc1cccc(C(=O)CC2(O)C(=O)Nc3ccccc32)c1 (centres undefined),-10,-2,-9,2,1,-0.3,1,-2,5,2
Oc1ccc(-c2csc(Nc3ccccn3)n2)cc1,8,-6,1,2,4,-0.2,8,1,-2,0
CC1(NC(=O)Cc2c(Cl)cccc2Cl)CCS(=O)(=O)C1 (centres undefined),-2,-7,-1,1,-2,-0.3,3,2,-1,-3
CNC(=O)CC12CC3CC(CC(C3)C1)C2,-3,-2,-3,-2,-1,0.3,3,0,0,2
CCOC(=O)C1=C(N)OC2=C(C(=O)CCC2)C1c1ccccc1OCC (centres undefined),3,1,4,2,-2,-0.1,12,0,-1,-1
CCOc1ccc(NC(=O)CN(C)CC(=O)Nc2cc(Cl)ccc2C#N)cc1OCC,-11,1,-2,5,1,0.4,-2,-2,-5,6
CSc1cccc(NC(=O)CC2Oc3ccccc3NC2=O)c1 (centres undefined),3,8,3,-1,-1,0.5,-2,9,-3,4
O=C(CCS(=O)(=O)c1cccc2nsnc12)NCc1ccccc1Cl,-11,0,3,0,-4,-0.1,3,4,7,-1
COCc1ccc(C(=O)N2CCC(CCC(=O)Nc3cccc(C)c3)CC2)s1,7,-4,0,2,3,0.1,8,-3,-2,-2
CCc1ccc(C(=O)NCc2ccc(Cl)cc2Cl)cc1,-11,1,-3,1,-7,0.2,-1,1,-3,7
COc1ccc(NC(=O)NNC(=O)c2ccccc2-n2cccc2)cc1OC,0,-3,-7,-1,-6,0.0,-2,8,-9,1
COc1cc(OC)c(/C=N/NC(=O)c2ccncc2)c(OC)c1,-3,-2,0,5,7,14*,-8,1,10,-4
CCn1cc(C(=O)N2CCN(c3cccc(C)c3C)CC2)c(=O)c2ccc(C)nc21,-1,3,3,-9,-4,-0.4,0,4,5,3
Cc1ccc(/C=C2\CC(C)CC3=C2NC(=S)NC3c2ccc(C)cc2)cc1 (centres undefined),-12,5,2,0,2,-1.1,-2,38*,-6,-1
CCOC(=O)/C(C#N)=C1\C=CN(C)C(C)=N1,2,5,8,2,3,-0.2,1,5,4,17
O=C1N(c2ccccc2C(F)(F)F)OC1(Cc1ccccc1)c1ccccc1 (centres undefined),-15,1,-8,1,6,0.2,-8,-2,4,0
CN1CCN(c2nnc(-c3ccc(Cl)cc3)c3ccccc23)CC1,-22,-4,4,1,2,-0.1,-1,-2,5,-3
CCN1C(=O)NC(c2ccccc2)(c2ccccc2)C1=O,-15,10,-3,0,-10,-0.3,-11,5,-2,8
O=C(Cc1ccccc1)Nc1ccccc1C(=O)Nc1ccc(C(=O)O)cc1,5,3,-3,-1,1,-0.3,2,-3,-4,2
Cc1ccc(S(=O)(=O)N2CCOC23CCN(C(=O)c2ccc(Cl)cc2Cl)CC3)cc1,4,-3,-7,0,4,0.2,-3,1,-2,-1
COc1ccc(OCCN2CCN(C(=O)c3ccc(OC(F)F)c(OC)c3)CC2)cc1,-13,-1,-3,1,7,0.2,-7,-2,8,0

Overlap with the part before: 2 compounds, then new ones.
molecule,TDP2 inh,MBD2 inh,Tn7 DDE FP,LEDGF integ inh,TCR CD3 inh,proKLK7 act,SIAE primary,PRMT1 FP inh,Tn6 DDE FP,UHRF1 binding
Cc1ccc(S(=O)(=O)N2CCOC23CCN(C(=O)c2ccc(Cl)cc2Cl)CC3)cc1,4,-3,-7,0,4,0.2,-3,1,-2,-1
COc1ccc(OCCN2CCN(C(=O)c3ccc(OC(F)F)c(OC)c3)CC2)cc1,-13,-1,-3,1,7,0.2,-7,-2,8,0
Cc1nnc(SCC(=O)c2ccc(S(=O)(=O)N3CCOCC3)cc2)n1-c1ccccc1,-9,1,1,0,-4,-0.7,-2,28*,-4,2
COc1ccc(C)cc1NC(C)C(=O)NC(=O)NC1CCCCC1 (centres undefined),-2,4,-2,-1,2,0.2,2,4,10,-2
COC(=O)C(=O)/C=C(\O)c1c(C)cc(C)cc1C,5,-7,-1,-1,-7,0.6,1,9,-4,1
CC(=O)c1ccc(OC(C)C)c(CC(C(N)=O)C(N)=O)c1,0,4,-1,0,-4,0.8,-7,3,4,1
CCOC(=O)C1(Cc2ccc(Cl)cc2)CCN(C(C)Cc2ccc(O)c(OC)c2)CC1 (centres undefined),-13,-4,7,-2,9,-0.5,4,0,-2,-1
O=C(NCc1ccccc1F)C1CCCN(c2cnccn2)C1 (centres undefined),-3,3,4,-2,2,0.9,-1,0,1,1
CCCCS(=O)(=O)c1sc2nc3c(cc2c1N)CCCC3,-1,1,11,-3,2,0.3,8,-2,0,0
